Screens: PubChem BioAssay, Sanford-Burnham Center for Chemical Genomics
beta cell repl – inducers of MIN6 beta-cell proliferation, primary screen, ATP luminescence, uHTS | proliferation, % at 10 µM | MIN6 cells proliferation, ATPlite luminescence, 48 h; cells starved in 0.2% serum; 100% = growth in 10% serum | 330,000 compounds, 0.29% hits;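 active means compounds whose signal lies at least 3.5 SD above the mean of all wells on their plate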;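 further: 0% = DMSO-treated cells in low-serum medium and 100% = 10% serum control; some compounds called inactive have numbers as strong as hits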
MPTP inh – mitochondrial permeability transition pore inhibitors, primary screen, biochemical, isolated mouse mitochondria, absorbance. Ca2+ swelling absorbance, 30 min. inhibition, % at 10 µM. 360,000 compounds, 1.4% hits;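 active means inhibition of 50% or more, scaled per plate between neutral and stimulator controls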;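 further: 0% = DMSO wells given calcium and 100% = 1 mM EGTA wells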
tim23-1 inh – growth inhibitors of tim23-1 mutant yeast, primary screen, luminescence, uHTS; inhibition, % at 20 µM; 330,000 compounds, 1.3% hits; S. cerevisiae tim23-1 growth, BacTiter-Glo luminescence, 24 h; AID 463212, 2010;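 active means growth inhibition of the mutant yeast at or above 50%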;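 further: temperature-sensitive mutant grown at 25 °C; plate controls were DMSO-treated mutant yeast for no effect and medium wells lacking yeast for full effect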
APJ antag – antagonists of human apelin receptor APJ, primary screen, CHO-K1 cells, beta-arrestin complementation, luminescence. inhibition, % at 20 µM. P35414. 330,000 compounds, 0.32% hits. AID 2521, 2010;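 active means inhibition above about 40% at 20 µM, limit read from the data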;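 further: cells challenged with 10 nM apelin-13 agonist together with compound; plate controls were apelin-13 plus DMSO wells for no effect and DMSO wells lacking apelin-13 for full effect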
Target sequence (P35414 whole entry, looked up): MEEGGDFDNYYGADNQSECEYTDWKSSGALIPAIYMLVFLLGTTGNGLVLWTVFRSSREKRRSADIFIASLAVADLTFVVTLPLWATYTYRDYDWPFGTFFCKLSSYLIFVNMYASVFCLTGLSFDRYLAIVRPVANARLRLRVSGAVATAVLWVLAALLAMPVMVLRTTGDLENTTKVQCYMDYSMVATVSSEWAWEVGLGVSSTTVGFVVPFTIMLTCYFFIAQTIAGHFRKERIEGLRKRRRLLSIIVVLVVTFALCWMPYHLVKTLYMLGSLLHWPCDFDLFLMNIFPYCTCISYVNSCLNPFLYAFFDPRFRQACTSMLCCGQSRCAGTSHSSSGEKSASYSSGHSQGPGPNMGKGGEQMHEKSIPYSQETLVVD
GRIN3A LBD mod – binders of NR3A ligand-binding domain, primary screen, biophysical, differential scanning fluorimetry, uHTS; NR3A LBD differential scanning fluorimetry, Tm shift; 0% = protein alone, 100% = glycine-bound protein; AID 1259313, 2017; Glutamate receptor ionotropic, NMDA 3A (GRIN3A) ligand-binding domain; Tm shift relative to glycine control, % at 25 µM; 340,000 compounds, 2.5% hits;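 active means melting temperature shift of at least 10% of the positive control shift, at one fixed dose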
APJ ag – agonists of human apelin receptor APJ, primary screen, CHO-K1 cells, PathHunter beta-arrestin, luminescence; P35414; 330,000 compounds, 0.11% hits; 0% DMSO wells, 100% apelin; activation, % at 20 µM;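 active means activation more than six SD over the plate average, tested at 20 µM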;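 further: 0% = DMSO alone and 100% = apelin-13 at 10 nM; some results filed as inactive read as strong as hits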
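Test system: CHO-K1 APJ beta-arrestin complementation cell line | Compound: Single test compound dose, 20 µM final, 1% DMSO | Incubation: Compound 90 min 25 °C, reagent 1 h | Measured by: beta-gal luminescence | Read-out basis: APJ–arrestin association signal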
TIM10 inh – growth inhibitors of isogenic TIM10 control yeast, primary screen, counter-screen for tim10-1 yeast inhibitor project, luminescence, uHTS. S. cerevisiae TIM10 strain growth, BacTiter-Glo luminescence, 24 h. AID 463195, 2010. inhibition, % at 10 µM. 330,000 compounds, 1.4% hits;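 active means inhibition of 40% or more at the single tested concentration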;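 further: wild-type TIM10 isogenic control strain grown at permissive 25 °C; 0% = DMSO yeast wells and 100% = minimal medium wells without yeast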
NLRP3 yeast inh – NALP3 inflammasome inhibitors in reconstituted yeast, primary screen, luminescence, uHTS | Yeast reconstituted NLRP3/ASC/caspase-1, beta-gal luminescence, 24 h | inhibition, % at 10 µM | 330,000 compounds, 0.39% hits;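 active means inhibition of 50% or more; inactive means inhibition below 50%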;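 further: plate controls were induced DMSO wells for no effect and uninduced yeast grown without galactose for full effect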
tim10-1 inh – growth inhibitors of tim10-1 mutant yeast, primary screen, luminescence, uHTS; S. cerevisiae tim10-1 ts strain growth, BacTiter-Glo, 24 h; inhibition, % at 20 µM; 330,000 compounds, 2.2% hits; AID 463190, 2010;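 active means inhibition of at least 40%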;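 further: mutant grown at 25 °C; 0% = DMSO wells with yeast and 100% = wells holding no yeast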
Numbers without * were called inactive; / = no result given.

SMILES | beta cell repl | MPTP inh | tim23-1 inh | APJ antag | GRIN3A LBD mod | APJ ag | TIM10 inh | NLRP3 yeast inh | tim10-1 inh
O=C(CCC(=O)N1CCN(c2ccc(Cl)c(Cl)c2)CC1)c1ccccc1 | -5 | 0.2 | 23 | 17 | -7 | -2 | 10 | 5 | 42*
O=C1c2ccccc2NC(c2ccc3c(c2)OCCO3)N1c1ccc2c(c1)OCCO2 (stereo not drawn) | -5 | -1.5 | 12 | 8 | 0 | -3 | 17 | 6 | 21
CCOC(=O)c1c(-c2ccc(C)cc2)csc1NC(=O)CCN1CC(C)OC(C)C1 (stereo not drawn) | -6 | 3.3 | 26 | -7 | 2 | -3 | -40 | 23 | -23
O=C(NCCS(=O)(=O)NCc1ccc2c(c1)OCO2)c1ccccc1 | 3 | -0.6 | -19 | 15 | -2 | 8 | -9 | 4 | -15
COc1ccc(/C=N/NC(=O)C(C)Sc2ccccn2)cc1[N+](=O)[O-] (stereo not drawn) | -2 | -1.5 | 6 | -9 | 0 | -2 | -14 | 14 | 17
O=C(CC1CCC1)NC(c1ccccc1)c1ccccc1 | -2 | -2.4 | 5 | 10 | -3 | -4 | 3 | -8 | 15
COc1cc(C#N)c(NC(=O)CN2CCN(CCO)CC2)cc1OC | -2 | 0.4 | 7 | 18 | 1 | -1 | -5 | -9 | 3
CN(C)S(=O)(=O)c1ccc(C(=O)Nc2nnc(SCc3cccc4ccccc34)s2)cc1 | -1 | 12 | -27 | 11 | 26* | -3 | -20 | -14 | 6
CCOc1ccc(OCc2ccc(C(=O)NCc3ccncc3)o2)cc1 | 4.9* | 3.1 | 3 | 8 | -1 | 0 | 5 | 19 | 11
CSc1cccc(NC(=O)c2[nH]c(C)c(C(C)=O)c2C)c1 | -4 | 4.5 | 32 | -4 | -7 | 2 | 22 | 12 | 33
CC1=C(C(=O)OCc2ccccc2)C(c2ccc([N+](=O)[O-])cc2)NC(=O)N1CCCC(=O)O (stereo not drawn) | -4 | -1.0 | 18 | 13 | -3 | -2 | 1 | 3 | 3
COc1cc(/C=C2\NC(=S)N(C)C2=O)ccc1OCc1ccccc1F | 0 | 0.6 | 15 | 25 | 1 | -3 | 2 | 14 | 25
CC1CCN(CC(=O)c2cccs2)CC1 | -1 | -0.1 | 13 | 1 | 0 | -1 | -8 | 0 | -8
COc1cccc(N2CCN(c3ccc4nnc(CCC(=O)Nc5ccc(F)cc5)n4n3)CC2)c1 | 0 | -2.3 | 7 | -35 | -10 | 0 | 4 | 19 | -7
O=C(CCN1C(=O)C2CC=C(Cl)CC2C1=O)N1CCCCC1 (stereo not drawn) | 2 | 0.1 | 1 | -13 | 1 | 1 | -3 | 15 | 9
O=C(O)Cc1ccc(C(=O)c2ccc(Cl)cc2)s1 | -1 | -3.8 | 7 | 21 | 0 | -2 | 3 | -1 | 10
CC(C)(C)c1cc(C(=O)NNc2ccc(OC(F)(F)F)cc2)n(Cc2ccccc2)n1 | -1 | 13 | 21 | 25 | 2 | -13 | 0 | 15 | -17
CCN(CC)S(=O)(=O)c1ccc(Nc2ccc(-c3ccc4c(c3)OCCO4)nn2)cc1 | -3 | 1.7 | 5 | 1 | 4 | 4 | 11 | 4 | 0
O=[N+]([O-])c1cc(/C=N/NC(=S)Nc2ccccc2Cl)ccc1Cl | -5 | 19 | 20 | -29 | 18* | 2 | 36 | 15 | 46*
O=C(CSc1nnc2ccccn12)NCCN1C(=O)CSC1=O | -1 | -1.7 | 23 | -12 | -2 | 1 | -5 | 3 | 20
Cc1c(C)n(C(=O)CN2CCC(C(N)=O)CC2)c2ccccc12 | 0 | 0.9 | -2 | 8 | 0 | 0 | -3 | 2 | 4
O=C(O)CCC(=O)NNC(=O)c1ccc([N+](=O)[O-])cc1 | -4 | 0.1 | 4 | -22 | -1 | 0 | -15 | 15 | -3
CCOC(=O)c1c(-c2ccccc2)csc1NC(=O)CSc1nnc(C)s1 | 0 | 67* | 25 | 0 | -1 | 1 | 20 | 21 | 22
CCOC(=O)c1sc2nc(C)nc(N3CCN(S(=O)(=O)c4ccccc4)CC3)c2c1C | -6 | -1.5 | 27 | 32 | 1 | -5 | 15 | 4 | 15
N#Cc1c[nH]n2c(=O)c3c(nc12)CCC3 | 0 | -1.3 | -2 | 2 | 0 | -2 | -7 | -2 | 1
CC(=O)c1c(C)[nH]c(C(=O)COC(=O)c2cc(S(=O)(=O)N(C)c3ccccc3)ccc2Cl)c1C | -1 | 0.7 | 11 | -3 | 2 | 2 | 12 | -5 | 16
Cn1c(Cl)cnc1C(O)(c1ccccc1)c1ccccc1 | -1 | 0.8 | 18 | 15 | -1 | -7 | 13 | 15 | 17
Cc1nc(Nc2cccc(O)c2)c2oc3ccccc3c2n1 | 3 | 0.5 | 30 | -4 | 3 | 4 | 31 | 11 | 28
NC(N)=Nc1nc(CCN2C(=O)c3ccccc3C2=O)cs1 | -2 | 7.0 | 1 | 14 | 4 | 0 | 2 | 0 | -13
O=C(NC(Cc1ccccc1)C(=O)O)/C(=C/c1ccc(Cl)cc1)NC(=O)c1ccccc1 (stereo not drawn) | 0 | -0.8 | 7 | 2 | 0 | -1 | 0 | -8 | 8
O=[N+]([O-])c1ccc(/C=N/NC(=S)Nc2ccccc2)o1 | 0 | 1.1 | 32 | -41 | 0 | 1 | 39 | 25 | 33
CN(C)S(=O)(=O)c1cccc(-c2csc(=Nc3ccccc3)n2CCCN2CCOCC2)c1 | -4 | 0.2 | 16 | -26 | -1 | -3 | -6 | 11 | 15
CC(=O)c1cccc(S(=O)(=O)N2CCC(C(=O)Oc3ccc(-c4nnco4)cc3)CC2)c1 | -1 | -3.4 | 25 | 1 | -1 | 2 | 7 | 3 | 14
CCn1nc(C)c(Br)c1-c1nc(-c2ccc(C)cc2)no1 | 1 | 2.2 | 5 | 5 | 0 | -5 | 18 | 11 | 24
O=C(NCc1cccs1)C(=O)NCC1OCCCN1S(=O)(=O)c1ccc(F)cc1 (stereo not drawn) | -2 | -2.1 | 11 | -1 | 1 | -2 | -6 | 8 | 3
COc1cc(C(=O)OC(C)C(=O)Nc2ccc3c(c2)OCO3)ccc1OCc1c(C)noc1C (stereo not drawn) | 0 | 4.9 | -12 | -1 | -2 | -6 | 5 | 13 | 15
N#CC(c1nc2ccccc2nc1OCCO)S(=O)(=O)c1ccccc1 (stereo not drawn) | -1 | 9.5 | 13 | -2 | -5 | -2 | 3 | 17 | -1
Cc1ccc(/C=N/n2c(C)nnc2C)o1 | 2 | 2.1 | -6 | 8 | -4 | -1 | 7 | 10 | -1
Nn1c(SCc2cccc(Br)c2)nnc1-c1ccncc1 | -3 | 3.5 | 21 | 5 | 1 | -4 | 18 | -2 | 16
CN(Cc1cccc(F)c1)C(=O)c1cc(S(=O)(=O)N2CCOCC2)ccc1N1CCCC1 | 1 | 0.4 | 7 | 13 | 0 | -4 | 8 | 25 | 13
O=C(Nc1ccccc1O)c1ccc(C(=O)c2ccccc2)o1 | -3 | 0.7 | 12 | 9 | -1 | -2 | -11 | 11 | -9
Cc1cc(C=O)c(C)n1-c1cc(C(F)(F)F)ccc1N1CCOCC1 | 0 | 0.1 | 19 | 8 | -3 | -3 | 24 | 0 | 23
Cc1ccc(-c2n[nH]c(=O)c3ccccc23)cc1N | 1 | 1.5 | 11 | -7 | -2 | -2 | -4 | -3 | 18
Cc1nn(CC(=O)N2CCOCC2)c(=O)c2c1sc1ccccc12 | 0 | -0.4 | 8 | 21 | -3 | -2 | -7 | 10 | 20
COC(=O)[C@H](Cc1ccc(O)cc1)NC(=O)Cn1cnc2c(NCc3ccccc3)ncnc21 | / | 0.6 | 6 | / | 0 | / | -19 | / | -5
COc1ccc(NC(=O)c2ccc(F)c(F)c2)c2ccccc12 | -2 | -1.3 | 2 | 0 | -2 | 0 | 4 | 50* | -3
CCOc1cccc2sc(NC(=O)c3ccc(Br)s3)nc12 | 2 | 3.7 | 32 | 17 | -1 | -4 | 13 | 18 | 25
COc1ccc(/C=C(/NC(=O)c2ccco2)C(=O)N2CCCC2=O)cc1 | -3 | -0.7 | 23 | 19 | -8 | -1 | -3 | 5 | 3
Cc1cc(C)n(-c2ccc(C(=O)Nc3sccc3C(N)=O)cc2)n1 | -2 | -1.5 | 29 | 2 | -7 | 1 | -16 | 25 | -20
Cc1cc(NCCCO)n2nc(-c3cccs3)cc2n1 | 0 | 0.2 | -6 | -6 | -2 | -4 | 8 | 4 | 24
COC(=O)c1ccccc1NC1=C/C(=N\S(=O)(=O)c2ccc(C(=O)O)cc2)c2ccccc2C1=O | -4 | 8.3 | 71* | -38 | -11 | -3 | 53* | 51* | 54*
CSC(=NC#N)N1CCN(c2cccc(Cl)c2)CC1 | -1 | 0.7 | 4 | -1 | 2 | 0 | -13 | -8 | -3
CSC(=NC(C)c1ccccc1)NS(=O)(=O)c1cccs1 (stereo not drawn) | 2 | 0.0 | 8 | 2 | -1 | -1 | 8 | -14 | 6
CCN1CCN(CCCNC(=O)C2CCN(c3nnc(-n4cccc4)s3)CC2)CC1 | -2 | -0.6 | -11 | 7 | 0 | 6 | 2 | 5 | 0
COC(=O)c1ccc(CSc2nnc(NC(C)C)s2)cc1 | 1 | 3.2 | 37 | -4 | 0 | -2 | 9 | 15 | 36
Cc1ccc(C(=O)O)cc1NC(=O)Nc1ccc2c(c1)OCO2 | 1 | -2.2 | 6 | 0 | 0 | -3 | -28 | 7 | -33
COc1ccc(NC(=O)CCc2c(C)nc3nc(CNC(=O)c4cccc(F)c4)nn3c2C)cc1OC | -3 | -0.3 | 3 | -3 | -2 | -3 | -9 | 14 | 2
CCN(CC)CC(C)(C)NS(=O)(=O)c1ccc(Cl)cc1 | 2 | -1.1 | -13 | 12 | -2 | 1 | -6 | 14 | -14
Cc1nnc(SC(C)C(=O)NCC2CCCO2)n1-c1ccccc1 (stereo not drawn) | -1 | -0.5 | 3 | 10 | 1 | -3 | 1 | 2 | -2
COc1ccc(/C=N\NC(=O)c2c(C)nc3ccc(Br)cn23)cc1 | -3 | -0.2 | 5 | 7 | 0 | -1 | 18 | 9 | 16
COCC(=O)Nc1ccc(Nc2ccccc2)cc1 | -3 | 0.0 | 9 | -15 | 1 | 1 | 6 | 19 | 4
CC(=O)Nc1ccc(S(=O)(=O)N2CCC(Oc3ccc(-n4cnnn4)cc3)CC2)cc1 | -2 | -1.9 | 14 | 1 | 3 | 0 | -5 | 11 | 22

Three compounds from above, limited to tim23-1 inh and APJ antag:
Molecule	tim23-1 inh	APJ antag
O=C(O)Cc1ccc(C(=O)c2ccc(Cl)cc2)s1	7	21
CC(C)(C)c1cc(C(=O)NNc2ccc(OC(F)(F)F)cc2)n(Cc2ccccc2)n1	21	25
CCN(CC)S(=O)(=O)c1ccc(Nc2ccc(-c3ccc4c(c3)OCCO4)nn2)cc1	5	1
